LMP1 NFkB inh: EBV LMP1-driven NF-kappaB luciferase reporter inhibitors, primary screen, cell-based, luminescence, single point; inhibition, % at 12.5 µM; 350,000 tested, 0.69% active; LMP1-induced NF-kappaB luciferase reporter cells; in the data active = inhibition above about 41%; inconclusive = no clear call, values can overlap the other calls;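 note: 0% = neutral control wells and 100% = reference inhibitor control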
LRH-1 inv ag: LRH-1 (NR5A2) inverse agonists, primary screen, cell-based, luminescence, HEK293T, StAR-luciferase reporter | Nuclear receptor subfamily 5 group A member 2 (Homo sapiens), O00482 | 360,000 tested, 0.13% active | LRH-1 transfected, 24 h | inhibition, % at 3.6 µM | AID 602396, 2012;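 active = inhibition above the mean inhibition of all tested compounds plus 3 SD, cut at about 73% in these data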;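 note: 0% = DMSO wells and 100% = reporter-only cells lacking LRH-1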
TWEAK Fn14 block: inhibitors of TWEAK-Fn14 signaling, primary screen, luciferase reporter cells, uHTS; inhibition, % at 10 µM; 360,000 tested, 2% active; TWEAK-stimulated Fn14 reporter cells, luciferase luminescence, 8 h; in the data active = inhibition above about 50%
NCOA1 inh: SRC1 coactivator transcriptional activity inhibitors, primary screen, cell-based, luminescence | Nuclear receptor coactivator 1 (Homo sapiens), Q15788 | HEK293 GAL4-SRC1 luciferase reporter | inhibition, % at 3.6 µM | 360,000 tested, 0.12% active | AID 588354, 2011;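 active = inhibition above the campaign mean plus 3 SD, with each screening campaign given its own cutoff, cut at about 60% in these data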;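 note: 0% = DMSO treated cells and 100% = gossypol at 36 µM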
SRC3 inh: SRC3 coactivator transcriptional activity inhibitors, primary screen, cell-based, luminescence; Nuclear receptor coactivator 3 (Homo sapiens), Q9Y6Q9; HEK293 GAL4-SRC3 luciferase reporter; inhibition, % at 3.6 µM; 360,000 tested, 0.17% active;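 active = inhibition above a per-campaign cutoff, the mean of all compounds plus 3 SD, cut at about 60% in these data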;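 note: 0% = DMSO-treated cells and 100% = gossypol-treated cells at 36 µM; higher means less SRC3-driven luciferase light from the GAL4 reporter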
NR2F2 inh: NR2F2 transcriptional activity inhibitors, primary screen, cell-based, luciferase reporter, HEK293T, luminescence; COUP transcription factor 2 (Homo sapiens), P24468; HEK293T NGFI-A luciferase reporter; inhibition, % at 8.6 µM; 370,000 tested, 0.7% active; AID 686940, 2013;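 active = inhibition above a per-plate cutoff, mean inhibition of test wells between control levels plus 3 SD, cut at about 38% in these data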;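 note: cells cotransfected with COUP-TFII expression vector driving the NGFI-A reporter; 0% = median of COUP-TF2 test wells and 100% = reporter-only cells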
KKLEB tox: cytotoxicity in KKLEB CF airway cells, primary screen, cytotoxicity control for CF NF-kB inhibitor project, cell-based, uHTS, fluorescence assay plates | KKLEB CF airway cells viability, ATPlite luminescence, overnight; hits give low values; cells stimulated with P. aeruginosa culture filtrate | 360,000 tested, 0.36% active | activity change (cytotoxicity), % at 5 µM;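 active = corrected activity change at or below -50% at 5 µM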
SRC2 inh: inhibition of GAL4-SRC2 driven luciferase reporter, primary screen, SRC2 inhibitor project, cell-based, luminescence; Nuclear receptor coactivator 2 (Homo sapiens), Q15596; inhibition, % at 9 µM; 370,000 tested, 0.17% active; HEK293 GAL4-SRC2 luciferase reporter; AID 651957, 2012;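 active = inhibition above the mean inhibition of all tested compounds plus 3 SD, set per campaign, cut at about 52% in these data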;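 note: 0% = DMSO treated cells and 100% = cells given Gossypol at 36 µM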
CF NFkB inh: inhibitors of PAF-induced NF-kB signaling, primary screen, cell-based, GFP fluorescence, uHTS | AID 588850, 2011 | 360,000 tested, 0.86% active | KKLEB NF-kB-GFP reporter, GFP fluorescence overnight | inhibition, % at 5 µM;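 active = at least 50% inhibition at 5 µM, scaled per plate between neutral and stimulator controls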;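 note: PAF is a Pseudomonas aeruginosa culture filtrate used as stimulus; plate controls were PAF-stimulated DMSO wells for no effect and unstimulated DMSO wells for full effect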
TRAIL sens C8: viability loss with TRAIL in NB7+C8 cells, primary screen, TRAIL sensitizer project, cell-based, ATPlite luminescence. 360,000 tested, 1% active. AID 624354, 2012. inhibition (viability loss, TRAIL sensitization), % at 10 µM;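 active = compounds causing at least 50% loss of cell viability in the single-dose screen, relative to plate controls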
TROY NFkB inh: inhibitors of TROY-driven NF-kB signaling, primary screen, Q293 LMP1-TROYcd cells, NF-kB luciferase, uHTS; Q293 LMP1-TROYcd NF-kB luciferase reporter, 4 h; inhibition, % at 10 µM; 360,000 tested, 0.98% active; AID 1347056, 2019;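 active = compounds whose plate-normalised and pattern-corrected inhibition of the luciferase reporter signal at the single screening dose is 50% or more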
An asterisk follows results filed as active; ? = inconclusive; · = no result given.

SMILES	LMP1 NFkB inh	LRH-1 inv ag	TWEAK Fn14 block	NCOA1 inh	SRC3 inh	NR2F2 inh	KKLEB tox	SRC2 inh	CF NFkB inh	TRAIL sens C8	TROY NFkB inh
CC1CN(Cc2nc3c(c(=O)n(C)c(=O)n3C)n2CCN2CCOCC2)CC(C)O1 (stereo not drawn)	3	-2	3	-23	4	-6	4	-13	-11	1	3
COC(=O)c1ccc2c(C)c(C(C)(C)O)[nH]c2c1	1	-63	2	-38	-3	-19	-8	11	7	-9	-41
N/C(=N\S(=O)(=O)c1ccc(Cl)s1)c1ccccc1	-7	21	12	-8	6	10	2	-8	2	-3	-13
CC1CCCCC1NC(=O)/C(C#N)=C/c1ccc(OCC(N)=O)cc1 (stereo not drawn)	15	-4	10	-5	15	-14	-11	20	12	12	2
Cc1ccc(CCNC(=O)C2CCN(S(=O)(=O)N3CCOCC3)CC2)cc1	-3	-4	0	-77	10	20	9	-14	5	-2	7
N#CC1(NC(=O)COc2ccc3oc4ccccc4c3c2)CCCCC1	14	-4	4	2	-2	0	-2	-9	2	-8	-24
N#CCCN1CCN(Cc2cc(-c3ccccc3)ccc2O)CC1	-8	26	19	15	13	4	-6	-25	2	0	-12
COc1ccc(NC(=S)N2CCCCC2c2cccnc2)cc1 (stereo not drawn)	-39	-15	3	9	-13	3	4	-10	-13	8	0
c1ccc2c(c1)CCOC2CNCCCN1CCCCC1 (stereo not drawn)	-1	-3	-15	-8	21	13	-5	16	16	-5	-3
Cc1ccnc(N2CCC(C(=O)NC3CCCCCC3)CC2)n1	8	28	0	-24	6	-5	14	-17	-9	-15	2
C=CCn1c(SCc2ccc3c(c2)OCO3)nc2scc(-c3ccco3)c2c1=O	3	-13	22	-4	9	7	5	-9	-11	-4	26
CCOc1ccc(S(=O)(=O)Nc2ccc(C(=O)NN)cc2)cc1	10	-12	-20	6	3	11	7	1	2	-11	-12
O=C(NCCOC(=O)c1cccs1)c1cccnc1	-6	7	5	-3	5	1	1	10	-4	-22	-11
CCOc1ccccc1NC(=O)CN1CCC(NC(=O)Nc2ccccc2)CC1	0	2	-1	-10	4	-9	8	2	-4	-6	10
O=C(CSCc1ccccc1)NNc1c(F)c(F)cc(F)c1F	4	-11	-4	8	5	-8	1	-21	-8	16	1
Cc1ccc(CCNC(=O)Cn2cccc2)cc1	-6	-17	15	-2	-13	3	-20	4	0	-6	12
CC(C)N1CCC1(C)C(=O)Nc1ccc(-n2cccc2)cc1 (stereo not drawn)	·	10	-4	-97	-2	2	-4	21	-11	-19	-15
C/C=C/C=C/C(=O)N1CC[C@]23c4ccccc4N[C@H]4N(C)c5cccc6c5[C@]42CCN([C@H]6C2OC2(C)C)[C@H]13 (stereo partly drawn)	1	-23	10	3	6	-19	-6	-2	19	-25	14
O=C(CN1C(=O)/C(=C\c2cccc(Br)c2)Oc2ccccc21)NCCCN1CCOCC1	-8	-4	-57	2	-14	-3	-32	-25	20	21	-52
O=C(Nc1ccc2c(c1)oc1ccccc12)c1ccc2c(c1)OCO2	-34	-35	-46	-68	-86	-5	10	-22	-8	9	-20
CCOC(=O)C1CCCN(S(=O)(=O)NC[C@H]2O[C@@H](n3cnc4c(N)ncnc43)[C@H](O)[C@@H]2O)C1 (stereo partly drawn)	0	9	-4	9	-16	-9	17	6	-9	-15	0
CCCOc1ccc(C2/C(=C(/O)c3ccccc3)C(=O)C(=O)N2CCCN(C)C)cc1OC (stereo not drawn)	5	-9	-9	-47	-22	-7	-16	8	1	9	-9
O=C(c1cnn2c(C(F)(F)F)cc(-c3ccccc3)nc12)N1CCCCC1c1cccnc1 (stereo not drawn)	1	1	15	2	22	-3	0	9	5	0	5
Cc1ccc(CN2CCN(Cc3ccon3)CC2CCO)cc1 (stereo not drawn)	-3	16	-13	-5	5	11	1	-12	9	0	-6
COc1ccc(N2CCN(C(CNC(=O)C(=O)NCc3cccs3)c3ccco3)CC2)cc1 (stereo not drawn)	-1	-15	-2	0	14	-2	-7	8	8	3	-9
NS(=O)(=O)c1ccc2nc(NC(=O)c3ccc4ncsc4c3)sc2c1	3	4	-9	-15	-23	·	-16	·	-2	1	-46
C/C(=N\NC(=O)CSc1nc(C)cc(C)n1)c1ccc2c(c1)OCCO2	-18	5	-6	-1	6	12	-6	-15	10	-5	-6
CCN(CC)C(=O)C1=C(C)N(Cc2ccc(OC)cc2)C(=O)C(CC(=O)NCc2cccs2)C1 (stereo not drawn)	12	-1	-11	-33	4	7	-4	-14	-5	-6	-3
CCOC(=O)N1CCC(NC(=O)c2ccc3c(c2)N(Cc2ccc(F)cc2)CCS3)CC1	14	-5	18	-16	0	17	6	0	-5	10	30
OCC1(Cc2cccc(C(F)(F)F)c2)CCN(Cc2cc(F)cc(F)c2)CC1	-19	17	3	-1	21	12	-2	-10	6	4	19
Cc1ccc(NC(=O)C2CCN(S(=O)(=O)c3ccc4ccccc4c3)CC2)nc1	-8	-33	-18	-50	-54	-26	-12	-94	0	9	-3
CNC(=O)c1cc(S(=O)(=O)N2CC(C)OC(C)C2)ccc1N1CCCCC1 (stereo not drawn)	-12	-3	-6	7	6	-21	-4	-8	5	-13	-13
Cc1oc(CSCCSCc2cc(C(=O)O)c(C)o2)cc1C(=O)O	4	-1	4	-3	8	3	-12	16	0	-7	5
Oc1ccccc1C=NCC(O)c1ccccc1 (stereo not drawn)	-9	5	-1	-3	-10	8	1	-18	-2	-8	5
COc1ccc2cc(CN(Cc3ccco3)C(=S)NCC3CCCO3)c(=O)[nH]c2c1 (stereo not drawn)	3	-4	-16	5	14	-1	-2	12	-9	-16	-1
COC(=O)c1nn(C23CC4CC(CC(C4)C2)C3)c2c1C(=O)N(c1ccc(F)cc1)C2=O	7	-10	13	-7	-18	4	-16	-2	1	-8	-3
Cc1cc(C)cc(C(=O)NCC(=O)N2CCN(c3cccc(Cl)c3)CC2)c1	8	-7	9	-5	11	18	9	16	4	14	20
CC1CCN(C(=O)CSc2nnc3ccc(-c4cccnc4)nn23)CC1	6	2	1	11	9	10	3	-2	-18	2	-7
COc1cccc(-c2nc(CS(=O)(=O)CC(=O)NC3CCCc4ccccc43)c(C)o2)c1 (stereo not drawn)	-22	2	13	6	-5	24	7	9	-2	12	20
COc1ccc(CC(=O)Nc2ccccc2C(=O)N2CCOCC2)cc1	3	-29	-5	-37	20	-20	-1	11	-2	0	-16
CCC(=O)N1CCN(c2ccccc2NC(=O)COc2ccccc2Cl)CC1	-17	24	1	-12	13	8	3	-13	-20	-19	-14
Cc1ccc(Nc2nc(C(=O)NCc3ccco3)cs2)cc1	21	-10	6	-16	1	-12	9	-18	-9	3	-9
Fc1cccc(F)c1CN1CCN(c2ncccn2)CC1	-9	-16	-37	-11	-1	16	1	4	6	-5	-1
Cn1ccnc1/C(=N\NC(=O)c1ccccc1)c1cccc([N+](=O)[O-])c1	7	10	-20	1	10	-17	-2	-16	-5	-30	-19
Oc1ccc(N2CCN(C(=S)NCc3ccccc3)CC2)cc1	51*	-10	-15	7	-7	-6	6	5	6	-2	1
COc1cc2c(=O)n(-c3ccc(C)cc3)c(=O)n(CC(=O)c3ccc4c(c3)OCO4)c2cc1OC	4	-7	-7	2	17	-2	19	-43	-13	-15	-5
C=C1C(=O)C2=CC1CCC(=O)C1(C)CCC(OC(C)=O)C(C)(C)C1CC2O (stereo not drawn)	?	46	101*	51	64*	34	9	48	83*	10	46
CCOC1=C2[C@H](c3ccccc3)N(S(=O)(=O)c3ccc(C)cc3)C(C(C)(C)C)[C@H]2n2c(=O)n(-c3ccccc3)c(=O)n2C1 (stereo partly drawn)	·	-14	2	1	6	1	-7	14	9	-2	-14
Cc1ccc2oc(-c3ccc(NC(=O)c4ccncc4)cc3O)nc2c1	-26	-35	-39	-26	-22	-13	4	-76	1	-9	-49
Cc1cc(NC(c2cccnc2)c2ccc3cccnc3c2O)no1 (stereo not drawn)	24	15	5	-35	23	6	6	27	-1	9	·

Part of the list above, with values under each structure:
Results follow in this order: LMP1 NFkB inh | LRH-1 inv ag | TWEAK Fn14 block | NCOA1 inh | SRC3 inh | NR2F2 inh | KKLEB tox | SRC2 inh | CF NFkB inh | TRAIL sens C8 | TROY NFkB inh
> CC(C)N1CCC1(C)C(=O)Nc1ccc(-n2cccc2)cc1 (stereo not drawn)
  · | 10 | -4 | -97 | -2 | 2 | -4 | 21 | -11 | -19 | -15
> COc1ccc2cc(CN(Cc3ccco3)C(=S)NCC3CCCO3)c(=O)[nH]c2c1 (stereo not drawn)
  3 | -4 | -16 | 5 | 14 | -1 | -2 | 12 | -9 | -16 | -1

Following part.
SMILES	LMP1 NFkB inh	LRH-1 inv ag	TWEAK Fn14 block	NCOA1 inh	SRC3 inh	NR2F2 inh	KKLEB tox	SRC2 inh	CF NFkB inh	TRAIL sens C8	TROY NFkB inh
Cc1cc(S(=O)(=O)N2CCCOC2CNC(=O)C(=O)NCCCN2CCOCC2)ccc1F (stereo not drawn)	-8	-19	-28	-4	-5	10	-9	-1	-12	-7	-2
CN1Cc2ccccc2CC1CNCc1c(C(=O)N2CCCC2)nc2ccccn12 (stereo not drawn)	8	-12	13	0	8	-9	-8	11	-10	2	-4
O=C(COc1ccc(Cl)cc1)Nc1nc(-c2cccs2)cs1	3	-2	12	-11	-10	-1	5	-29	-22	5	9
Nc1nonc1-n1nnc(C(=O)N/N=C/c2ccccc2F)c1CN1CCOCC1	5	5	-9	-33	22	1	10	-4	-2	7	-5
CC(=O)Nc1ccc(S(=O)(=O)N2CCC(C(=O)NCCC(=O)NCc3ccccc3)CC2)cc1	-6	5	-7	5	-6	-3	-1	-10	14	-11	-24
O=C(CNC(=O)c1ccc(Br)cc1)NCC(=O)OCC(=O)c1ccc(F)cc1	-1	1	2	-35	-16	-5	-17	-21	29	1	9
CC1CCN(S(=O)(=O)c2ccc3c(c2)N(CC(=O)NCCCOC(C)C)C(=O)CO3)CC1	4	-14	7	-7	-6	3	5	-13	-17	-8	-8
O=C1NC(CCc2ccccc2)C(=O)N1CCOc1cccc(Br)c1 (stereo not drawn)	-2	-2	8	10	11	2	-12	32	19	-8	-5
COc1cccc(NC(=S)N(C)C2CCN(C)CC2)c1	·	-19	-15	-17	-13	-34	5	-18	-19	-6	6
CCOC(=O)C1C(=O)NC(N2CCCCC2)=NC1c1ccccc1 (stereo not drawn)	4	-7	-3	-10	10	12	6	21	-6	2	-3
C=CCN(c1ccc(C(=O)N2CCCC2)cc1)S(C)(=O)=O	-10	7	-10	2	5	0	-5	-19	6	2	-6

Random draw from the library; about 4.2% have a hit in one of these screens.
